# Screening results: PubChem BioAssay, National Center for Advancing Translational Sciences (NCATS)
# S-ASM inh: human S-ASM enzyme inhibition | placental ASM, HMU-PC fluorogenic substrate, 60 min | Potency, µM (titrated, usually from 57.5 µM), inactives show at the highest dose activity change, negative = inhibition, most hits filed as inhibitors | actives 0.006% (n = 340,000) | AID 504937; note: potency is the fitted concentration of half-maximal effect
# Target sequence (P17405 47-631 limits assumed): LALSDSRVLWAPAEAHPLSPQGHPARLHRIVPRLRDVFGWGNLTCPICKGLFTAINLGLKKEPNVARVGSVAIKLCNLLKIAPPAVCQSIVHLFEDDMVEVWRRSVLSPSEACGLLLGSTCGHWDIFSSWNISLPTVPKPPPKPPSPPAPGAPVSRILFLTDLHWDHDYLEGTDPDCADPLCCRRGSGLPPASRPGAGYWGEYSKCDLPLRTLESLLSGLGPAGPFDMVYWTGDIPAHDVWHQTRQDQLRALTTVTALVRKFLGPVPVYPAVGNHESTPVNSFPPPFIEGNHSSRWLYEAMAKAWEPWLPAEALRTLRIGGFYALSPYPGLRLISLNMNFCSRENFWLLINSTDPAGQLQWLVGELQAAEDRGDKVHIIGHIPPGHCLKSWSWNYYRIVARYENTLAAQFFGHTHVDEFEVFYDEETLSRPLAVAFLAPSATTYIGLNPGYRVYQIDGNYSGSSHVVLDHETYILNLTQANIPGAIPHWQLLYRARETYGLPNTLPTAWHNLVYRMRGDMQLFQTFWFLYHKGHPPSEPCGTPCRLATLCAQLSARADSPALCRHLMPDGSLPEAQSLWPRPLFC
#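 Human placenta-derived ASM preincubated with compound 10 min at room temperature, then reacted with 9 uM (final) fluorogenic HMU-PC substrate for 60 min at 37 C. Stop solution raises pH to 10; fluorescence read at Ex 386/Em 447 nm.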
# BCR signal inh: inhibitors of chronic active B-cell receptor signaling; actives 0.05% (n = 340,000); Potency, µM (highest dose often 46.1 µM), without a hit: at the highest dose ratio change, negative = lower green/red ratio, actives largely listed as inhibitors; ABC-DLBCL IkBa-CBG/CBR reporter, luminescence ratio, 4 h; active = well fitted inhibition curve with a large enough effect in the signal ratio, with a control signal flat, not every such curve was filed as active; inconclusive = small, poorly fitted or top-dose-only effect, or effect the other way, or a change in a side signal; the % refers to the signal ratio;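 note: potency is the fitted concentration of half-maximal effect; plate controls were basal doxycycline-induced cells for no effect and cells given 10 µM MG132 for full effect; MG132 reads +100%, hits lower the ratio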
#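 Concentration-response series (up to 46 uM) were applied to TMD8 dual-reporter cells for 4 h at 37C with doxycycline. Green/red ratio, after filter-overlap correction, defined %Activity; red signal alone was normalised to basal cells and zero luminescence.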
# TSG101-PTAP inh: blocks PTAP/TSG101 interaction to inhibit HIV-1 budding. AID 493005. Q99816. Potency, µM (titrated, usually from 115 µM), for inactives: at the highest dose activity change, negative = inhibition, actives largely listed as inhibitors. Fluorescence polarization, FITC-PTAP peptide / Tsg101 binding. 340,000 tested, under 10 active; active = well fitted inhibition curve with a large enough effect in the main read-out, with a control signal flat, not every such curve was filed as active; inconclusive = small, poorly fitted or top-dose-only effect, or effect the other way, or a change in a side signal; inactive = no such curve, though single readings can be large or run the other way; note: potency is the fitted concentration of half-maximal effect; % of control where 0% means no effect
#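 FP read-out: FITC-PTAP peptide, 50 nM final, binding Tsg101 binding domain, 10 uM final; 20 min, r.t.; 10 mM HEPES pH 7.5, 0.15 M NaCl, 0.01% Tween 20, 3 mM EDTA, 0.1 mM TCEP.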
# FBPA coupling cs: counter-screen for Giardia aldolase inhibitors: coupling enzyme system; coupling enzyme system counterscreen, AmpLite Red fluorescence; activity change, negative = inhibition, % at 58.2 µM, hits read low; actives 0.67% (n = 290,000); in the data active = activity change below about -30%; note: % is set by controls: 0 for no effect and ±100 for the full control effect
#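 Compounds tested against the coupling enzymes alone at 57.5 uM final; readout was AmpLite Red fluorescence (525/598 nm) after 20 min at RT.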
# a7 integrin act: activators of alpha7 integrin expression for muscular dystrophy. alpha7betagal myoblasts, beta-gal FDG fluorescence, 48 h. Potency, µM (titrated, usually from 38.3 µM), inactives show top-dose activation, hits mostly activators. actives 0.064% (n = 350,000). AID 624291;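 note: potency is the fitted concentration of half-maximal effect; 100% = response of the positive control SU9516; nearly all actives have a fitted effect of over 60% in size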
#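 Alpha7betagal+/- myoblasts (passage 13) were plated 16-24 hr, then exposed to compounds (1:260 dilution of DMSO stock) for 48 hours at 37C. After MPER lysis, β-galactosidase reporter activity was read as FDG fluorescence (ex 480/em 540) after 30 minutes.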
# Tb PFK inh: blocks T. brucei phosphofructokinase; T. brucei PFK, ADP-Glo luminescence; Potency, µM (highest dose often 57.5 µM), without a hit: top-dose activity, negative = inhibition, actives largely listed as inhibitors; actives 0.17% (n = 330,000); AID 485367;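 note: potency is the fitted concentration of half-maximal effect; 0% = uninhibited 1x PFK enzyme wells and -100% = no-enzyme wells; nearly all actives have a fitted effect of over 60% in size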
# Target sequence (O15648 whole entry, looked up): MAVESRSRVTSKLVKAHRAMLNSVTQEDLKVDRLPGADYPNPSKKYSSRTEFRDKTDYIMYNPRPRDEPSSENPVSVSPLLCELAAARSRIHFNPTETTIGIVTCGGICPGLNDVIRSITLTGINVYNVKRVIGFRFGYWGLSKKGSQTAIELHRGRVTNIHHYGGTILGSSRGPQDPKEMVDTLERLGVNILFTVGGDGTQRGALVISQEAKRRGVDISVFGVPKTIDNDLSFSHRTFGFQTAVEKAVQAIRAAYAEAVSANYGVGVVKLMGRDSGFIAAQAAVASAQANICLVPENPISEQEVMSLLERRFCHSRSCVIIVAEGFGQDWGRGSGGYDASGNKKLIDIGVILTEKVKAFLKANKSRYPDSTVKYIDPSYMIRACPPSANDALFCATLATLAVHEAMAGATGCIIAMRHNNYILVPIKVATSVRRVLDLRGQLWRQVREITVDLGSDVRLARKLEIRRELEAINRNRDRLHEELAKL
#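 Luminescent ADP detection (ADP-Glo, two-step: ATP depletion then ADP-to-ATP conversion for luciferase) reported PFK activity after 45 min room-temperature reaction of 1.25 nM enzyme with 0.5 mM F6P and 0.1 mM ATP at pH 8.0.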
# GALK inh: blocks human galactokinase activity; Potency, µM (doses to about 57.5 µM), for inactives: at the top dose activity change, negative = inhibition, usual class: inhibitors; actives 0.007% (n = 270,000); Purified GALK, Kinase-Glo residual ATP luminescence; note: potency is the fitted concentration of half-maximal effect; % is set by controls: 0 for no effect and ±100 for the full control effect
#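 Quantitative HTS: GALK 5 nM, ATP 35 uM, galactose 100 uM, 1 h room temperature, then luciferase-based ATP detection.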
# B2AR arrestin: beta2AR (human) beta-arrestin recruitment activity; beta-arrestin recruitment to beta2AR, cell-based reporter; P07550; actives 0.02% (n = 330,000); Potency, µM (highest dose often 46.1 µM), for the others: at the top dose activation, actives largely listed as activators;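 note: potency is the fitted concentration of half-maximal effect; 0% = DMSO controls and full agonism = EC100 isoproterenol or metaproterenol; nearly all actives have a fitted effect of over 65% in size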
# PKM2 act: PKM2 (human) enzyme activation. P14618. purified PKM2, Kinase-Glo ATP luminescence, activation; response scale: 0% is enzyme alone, no compound. Potency, µM (titrated, usually from 57.5 µM), without a hit: top-dose activation, usual class: activators. actives 0.34% (n = 260,000); note: potency is the fitted concentration of half-maximal effect; % is set by controls: 0 for no effect and ±100 for the full control effect; nearly all actives have a fitted effect of over 55% in size
#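 Kinase-Glo luminescence reports ATP generated from ADP (0.1 mM) and PEP (0.5 mM) by purified hPK-M2 after 1 h at room temperature, pH 7.2 imidazole buffer; intermediate enzyme activity allows detecting inhibitors and activators.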
# Menin MLL FP TR: displaces Texas Red mutant MLL peptide from human menin; actives 0.23% (n = 270,000); O00255; Menin + Texas Red MLL mutant peptide, fluorescence polarization; Potency, µM (titrated, usually from 61.6 µM), for the others: at the highest dose FP activity change, negative = inhibition, usual class: inhibitors; active = well fitted inhibition curve with a large enough effect in the polarisation, with a control signal flat, not every such curve was filed as active; inconclusive = small, poorly fitted or top-dose-only effect, or effect the other way, or a change in a side signal; inactive = no such curve, though single readings can be large or run the other way; the % refers to the polarisation; note: potency is the fitted concentration of half-maximal effect; % of control where 0% means no effect; many of its hits are not listed in these tables
# Giardia kill: kills Giardia lamblia. actives 0.15% (n = 340,000). Giardia lamblia trophozoite viability. activity change, % at 7.66 µM, hits read low; in the data active = activity change below about -80%; inconclusive = between about -30% and that limit;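 note: parasites exposed to compound for two days anaerobically before the ATP read; % is set by controls: 0 for no effect and ±100 for the full control effect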
#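 Giardia lamblia trophozoites (100 cells/well) were incubated with compounds for 48 h at 37 deg C under anaerobic conditions. Viability was read as ATP content by one-step luminescence after 15-30 min at room temperature.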
# * = called active by the depositor; ? = inconclusive; . = no result given; [ ] = dose if it differs, or a comment. Unless noted, calls come from the whole dose curve; as a rule, active = well fitted curve in the direction sought with a large enough effect; inconclusive = small, poorly fitted or top-dose-only effect, or another doubt; inactive = no such curve, though single readings can be large; an effect the other way counts as inactive or inconclusive. An excerpt; count on the stated rates, not on these rows.
SMILES,S-ASM inh,BCR signal inh,TSG101-PTAP inh,FBPA coupling cs,a7 integrin act,Tb PFK inh,GALK inh,B2AR arrestin,PKM2 act,Menin MLL FP TR,Giardia kill
CN(C(=O)c1ccc(NC(=O)Cc2ccc(NC(=O)C3CCN(C(=O)c4ccccc4)CC3)cc2)cc1)C1CC1,-2%,9%,-2%,.,-20%,0%,.,0.1%,.,.,0
Cc1cc(C(=O)COC(=O)c2ccc(Cl)c(S(N)(=O)=O)c2)c(C)n1CC1CCCO1 (stereo not drawn),0%,?,-2%,.,?,3%,.,0.2%,.,.,-11
N#Cc1ccc(NCCc2ccccn2)c([N+](=O)[O-])c1,-2%,-9%,-2%,3,21%,-1%,.,0.0%,14µM*,.,-10
Cn1c(=O)cc(NCCc2ccccc2)[nH]c1=O,0%,?,-3%,1,0%,-10%,0%,-0.1%,-5%,0%,6
CCCCCN(C(=O)CCC(=O)OC(C)C(=O)Nc1cccc(C#N)c1)c1c(N)n(CCCC)c(=O)[nH]c1=O (stereo not drawn),0%,2%,0%,.,10%,2%,.,-0.8%,.,.,2
CCN(CC)c1ccc(NC(=O)C(C)C)cc1,4%,?,-10%,-3,-44%,-1%,-7%,-0.7%,-1%,-11%,-6
O=C(CCCN1C(=O)C2CCCCN2C1=O)N1CCN(c2ccc([N+](=O)[O-])cc2)CC1 (stereo not drawn),-8%,-1%,1%,-2,-20%,4%,-7%,-0.2%,0%,6%,6
N#C/C(=C\c1cccc(Cl)c1)C(=O)c1ccccc1,8%,10%,-4%,-6,-19%,13%,-15%,0.2%,20µM*,7%,-24
Cc1ccc(Cn2ccc(NC(=O)c3cc(C)on3)n2)cc1,-2%,?,-3%,2,-1%,-6%,0%,-0.1%,-1%,6%,-9
O=C(NCCOc1ccccc1)C(=O)c1c[nH]c2ccccc12,-12%,-5%,-3%,-5,?,0%,-1%,0.1%,-5%,.,11
CCCNC(=O)C(Cc1cccc(C#N)c1)NC(=O)c1cccc([N+](=O)[O-])c1 (stereo not drawn),-6%,-7%,.,.,23%,7%,.,0.3%,.,.,9
CCC(C)NC(=O)c1c(N)n(/N=C/c2cccnc2)c2nc3ccccc3nc12 (stereo not drawn),244%[activator],?,-7%,0,14%[7.66 µM],-1%,3%,0.1%,2%,14%,-7
Cc1ccc(S(=O)(=O)NCCC(=O)NC2CCCCCC2)cc1C,2%,-6%,-2%,.,-10%,-5%,.,0.0%,.,.,4
COc1ccc(C2CC(=O)C=C(NCc3ccc4c(c3)OCO4)C2)cc1 (stereo not drawn),-1%,-4%,-4%,-1,9%,1%,0%,-1.0%,-1%,.,0
Cc1cnc(C(=O)OCC(=O)NC2CCCCCC2)cn1,1%,8%,1%,-1,?,0%,-7%,0.0%,-4%,15%,9
O=C(Nc1cc(-c2ccccc2)sc1C(=O)O)c1cccc(F)c1,49%[activator],-22%,-3%,-1,-7%,1%,.,-0.2%,.,54%[activator],-10
Cc1noc(C)c1CSc1nc2ccccc2[nH]1,0%,6%,-2%,2,31%,-6%,-1%,-0.3%,-2%,16%,?
COc1ccc(C(C#N)N2CCCCCC2)cc1OC (stereo not drawn),0%,0%,-4%,0,-7%,-3%,5%,0.4%,0%,4%,9
FC(F)(F)c1nnc2ccc(NCc3cccnc3)nn12,-1%,-2%,-2%,2,-3%,0%,1%,-0.3%,5%,8%,-19
O=S(=O)(NCc1csc(-c2cccnc2)n1)c1ccc2c(c1)OCCO2,0%,0%,0%,3,11%,4%,0%,-0.1%,3%,11%,9
COc1ccc(N2CC(C)Cn3c2nc2c3c(=O)n(CCN3CCOCC3)c(=O)n2C)cc1 (stereo not drawn),0%,-1%,-2%,1,-21%,4%,3%,0.3%,-1%,9%,-4
Cn1c(=O)c2c(SCC(=O)N3CCCCC3)nc(-c3ccccc3F)nc2n(C)c1=O,-1%,0%,-1%,.,-20%,-4%,-3%,-0.1%,-4%,.,5
Cc1ccccc1C(=O)NC(CC(C)C)C(=O)NCC(C)(C)N1CCOCC1 (stereo not drawn),4%,0%,-2%,.,12%,-1%,.,-0.2%,.,.,-3
O=C(CNC(=O)c1ccc(Cl)cc1Cl)NCC1CCCO1 (stereo not drawn),15%,?,-1%,2,-17%,0%,14%,0.5%,-4%,-4%,-15
O=C(CCc1c[nH]c2ccccc12)NCCc1ccc2c(c1)OCCO2,-2%,1%,-2%,1,20%,-1%,-2%,0.1%,.,.,-13
CCn1c(Cn2nnc(-c3ccccc3)n2)nnc1SCC(=O)Nc1ccccc1,0%,-1%,-4%,-1,-17%,0%,-1%,-0.6%,-9%,7%,-6
Cc1ccc(OCC(=O)NCc2n[nH]c(=O)c3ccccc23)cc1,2%,0%,-4%,.,-15%,-7%,.,0.1%,.,.,7
CC(=O)N1c2ccc(S(=O)(=O)N3CCCC(C(=O)Nc4ccc(F)cc4)C3)cc2CC1C (stereo not drawn),-3%,2%,-4%,1,-11%,-2%,.,-0.6%,-1%,14%,12
CCOC(=O)c1cc(C)nc(N2CCCCC2)c1C#N,24%,?,-5%,2,32%,-2%,0%,0.0%,2%,.,-9
COc1ccc(NC(=O)CCCSc2nc(-c3ccco3)cc(C(F)(F)F)n2)cc1OC,-6%,?,-5%,12,13%,0%,-3%,0.0%,16%,22%,13
COc1ccc(Cn2c(O)cc(=O)[nH]c2=O)cc1,1%,9%,-7%,11,12%,10%,0%,-0.1%,8%,24%,-11
CCOC(=O)c1sc(NC(=O)c2ccc3nc[nH]c3c2)nc1C,-5%[11.5 µM],?,-1%,0,-24%,-1%,11%,0.1%,.,11%,?
Cc1cc(=O)n(CNC(=O)c2ccccc2)c(=S)[nH]1,-1%,2%,-1%,0,3%,1%,-1%,-0.5%,-5%,11%,13
CC1=C(C(=O)OC(C)C)C(c2cn(-c3ccccc3)nc2-c2cccs2)NC(=O)N1 (stereo not drawn),-19%,0%,-4%,-1,0%,-2%,.,-2.5%,6%,1%,21
CCOC(=O)c1c(-c2ccc(C)cc2)cn2ccccc12,109%[activator],?,-2%,-10,-5%,-1%,1%,-0.5%,1%,?,-14
O=c1[nH]c(C(F)(F)F)nc2ccccc12,3%,4%,-2%,3,-18%,-1%,2%,0.0%,?,-1%,-4
COc1ccc(-c2ccc(-c3noc(-c4cccs4)n3)c(OC)n2)cc1,173%[activator],0%,5%,3,9%,0%,1%,-0.2%,14%,34%[activator],-3
O=C(NCc1ccc2c(c1)OCO2)C1CC(c2ccccc2O)=NO1 (stereo not drawn),-1%,-4%,-1%,-4,4%,-8%,1%,0.1%,-4%,2%,-12
O=C(CSc1nnc(Cc2ccccc2)o1)N1CCOCC1,5%,1%,-5%,2,-5%,-1%,4%,-0.1%,-1%,7%,-5
CCCOCn1cc(F)c(=O)[nH]c1=O,0%,0%,-10%,2,13%,1%,0%,-0.6%,7%,-5%,-8
COc1ccc(CC(=O)OCC(=O)c2c(N)n(C)c(=O)n(C)c2=O)cc1OC,4%,-1%,-1%,.,-6%,-3%,.,-0.8%,.,.,5
COc1ccc(-c2oc(=O)c3cc(OC)c(OC)cc3c2/C=C/c2cccc([N+](=O)[O-])c2)cc1,-5%,2%,-2%,.,33%,0%,.,-1.5%,.,.,2
CCOc1ccc(/C(O)=C2/C(=O)C(=O)N(CCOCCO)C2c2ccccn2)cc1 (stereo not drawn),0%,2%,-5%,4,15%,-1%,0%,4.8%,-3%,-9%,1
C=CCN(c1ccccc1C(=O)O)S(=O)(=O)c1ccc(NC(=O)OC)cc1,2%,2%,-1%,8,15%,3%,-2%,-0.3%,-2%,.,1
CC(C)NC(=O)N(C)C[C@H]1Oc2ccc(NS(=O)(=O)c3ccc(Cl)cc3)cc2CC(=O)N([C@@H](C)CO)C[C@@H]1C,-3%,1%,-2%,.,-14%,-2%,.,-0.1%,.,.,-16
CCNC(=S)NNC(=O)c1ccccn1,4%,1%,-1%,0,20%,3%,.,-2.6%,-10%,2%,7
CCOC(=O)c1c(C)[nH]c(C)c1C(=O)COC(=O)/C=C/c1ccco1,1%,?,2%,.,-5%,9%,.,0.3%,.,.,5
CC1CCCCC1NC(=O)CSc1nnnn1-c1ccccc1 (stereo not drawn),0%,-3%,-3%,-1,10%,4%,-2%,-0.1%,-12%,0%,8
